Bioassay records: PubChem, NCI
NCI-60 one-dose screen, 48 h, at 10 µM unless noted. Numbers give growth in % (100 = growth as untreated, 0 = no growth, -100 = all killed).
SK-MEL-2 = SK-MEL-2 melanoma; 77,000 compounds, 4.7% hits; AID 1794763
UACC-257 = UACC-257 melanoma. 78,000 compounds, 4.4% hits
MDA-MB-435 = MDA-MB-435 melanoma. 82,000 compounds, 7.8% hits. AID 1794794
UACC-62 = UACC-62 melanoma | AID 1794756 | 81,000 compounds, 5.4% hits
A549/ATCC = A549/ATCC NSCLC | 81,000 compounds, 3.7% hits
SK-MEL-5 = SK-MEL-5 melanoma; 80,000 compounds, 6.4% hits
SK-MEL-28 = SK-MEL-28 melanoma; 81,000 compounds, 4.1% hits; AID 1794761
M14 = M14 melanoma; AID 1794745; 80,000 compounds, 6.2% hits
* hit, by the source's call; . = no result given; & = joins results of further samples. How the source made its calls: active means growth percent below 10; inactive means the rest. Not a hit list; any-hit rate near 11%.

SMILES | SK-MEL-2 | UACC-257 | MDA-MB-435 | UACC-62 | A549/ATCC | SK-MEL-5 | SK-MEL-28 | M14
COc1ccc2cc(-c3ccc(-c4ccc(C(=N)N)cc4)s3)ccc2c1 | 103 | 104 | 108 | 99 | 104 | 95 | 107 | 98
CC1CCc2c(sc3nc(SCC(=O)c4ccccc4)n(-c4ccccc4)c(=O)c23)C1 (stereo not given) | 100 | 101 | 100 | 88 | 98 | 97 | 96 | 99
O=C(NC1CC(F)C1)c1cc2cccnc2n1-c1ccc(Cl)c(Cl)c1 (stereo not given) | 105 | 97 | 119 | 84 | 97 | 99 | 117 | 111
C[C@@H](O)[C@H](N)C(=O)O | 131 | 102 | 98 | 102 | 93 | 105 | 104 | 110
CCCCN1C(=O)/C(=c2\sc3n(c2=O)NC2C(N=3)N(CC)C(=S)N2CC)c2ccccc21 (stereo not given) | 110 | 99 | 79 | 84 | 85 | 91 | 101 | 96
CSC(=S)c1c(O)[nH]c2ccccc12 | 110 | 97 | 102 | 103 | 102 | 100 | 111 | 99
Cc1cccc(OCC(O)CN2CCN(c3cccc(C)c3)CC2)c1 (stereo not given) | 108 | 107 | 106 | 93 | 97 | 103 | 93 | 90
Nc1nc2c(nc(N)n2C2OC(CO)C(O)C2O)c(=O)[nH]1 (stereo not given) | 101 | 100 | 101 | 112 | 94 | 107 | 113 | 96
Nc1ccc([N+](=O)[O-])cc1N=C/C=C/c1ccccc1 | 44 | 87 | 5.6* | 63 | 73 | 57 | 95 | 68
OC(CN1CCCCC1)c1ccc2c3c(cccc13)CC2 (stereo not given) | 103 | 113 | 103 | 97 | 106 | 98 | 112 | 93
CCCCCCCOC(=O)NC1c2ccccc2Oc2ccccc21 | 79 | 95 | 79 | 79 | 95 | 100 | 92 | 101
CCCCC/C(C)=N\NC(N)=O | 107 | 103 | 103 | 88 | 105 | 92 | 108 | 115
CC(C)CCNCC(O)Cn1c2ccccc2c2ccccc21 (stereo not given) | 14 | 1.5* | 5.7* | 14 | 12 | -21* | 15 | 12
O=C(Nc1cccc2ccccc12)OCc1ccccc1 | 105 | 100 | 110 | 87 | 94 | 101 | 106 | 112
CS(=O)(=O)Nc1ccc(-c2ccc3c(c2)ncn3-c2ccc(NC(=O)Nc3ccc(Cl)c(C(F)(F)F)c3)cc2)cc1 | -83* | -57* | -85* | -86* | -75* | -98* | -78* | -95*
COC(=O)C1=C/C(=C/Nc2ccccc2)C2=C1C(=O)C1C(O)=CC(C)=CC1O2 (stereo not given) | 106 | 108 | 102 | 83 | 104 | 106 | 105 | 94
S=c1[nH]nc(Cn2c3ccccc3c3ccncc32)o1 | 97 | 90 | 102 | 93 | 91 | 102 | 101 | 101
CC(O)CNC(Cc1ccccc1)c1ccc2c(c1)OCO2 (stereo not given) | 65 | 103 | 100 | 91 | 85 | 100 | 72 | 80
CCCCCCCCCCCCCCCCCC1=NC(CO)(CO)CO1 | 96 | . | 98 | 91 | 97 | 100 | 106 | 96
CN1C(C(=O)Nc2ccccn2)=C(O)c2sccc2S1(=O)=O | 108 | 104 | 103 | 105 | 96 | 99 | 110 | 99
O=C1/C=C/[C@@H](O)[C@@H]2C[C@@H](O)C[C@H]2/C=C/CCC[C@H](CCc2ccc(NC(=S)Nc3ccc4c(c3)C(=O)OC43c4ccc(O)cc4Oc4cc(O)ccc43)cc2)O1 | -9.2* | 0.5* | 19 | 16 | 17 | -87* | 9.9* | 11
O=C(NC(=S)Nc1cnccn1)c1ccccc1 | 101 | 102 | 98 | 101 | 101 | 101 | 104 | 99
COc1ccc(-c2c(C)noc2-c2ccc(O)cc2O)cc1 | 101 | 111 | 87 | 91 | 75 | 80 | 105 | 103
COc1ccccc1CNCCN1C(=O)c2ccc3c4c(ccc(c24)C1=O)C(=O)N(CCNCc1ccccc1OC)C3=O | -75* | -96* | -80* | -93* | -93* | -100* | . | -94*
O=C(Nc1nc(-c2ccc(Cl)cc2)cs1)c1ccccc1CN1C(=O)c2ccccc2C1=O | 106 | 100 | 92 | 75 | 84 | 95 | 108 | 99

2 of the compounds above, with each value named:
SMILES: O=C(Nc1cccc2ccccc12)OCc1ccccc1
  SK-MEL-2: 105 | UACC-257: 100 | MDA-MB-435: 110 | UACC-62: 87 | A549/ATCC: 94 | SK-MEL-5: 101 | SK-MEL-28: 106 | M14: 112

SMILES: CS(=O)(=O)Nc1ccc(-c2ccc3c(c2)ncn3-c2ccc(NC(=O)Nc3ccc(Cl)c(C(F)(F)F)c3)cc2)cc1
  SK-MEL-2: -83* | UACC-257: -57* | MDA-MB-435: -85* | UACC-62: -86* | A549/ATCC: -75* | SK-MEL-5: -98* | SK-MEL-28: -78* | M14: -95*

(listing goes on)
SMILES | SK-MEL-2 | UACC-257 | MDA-MB-435 | UACC-62 | A549/ATCC | SK-MEL-5 | SK-MEL-28 | M14
CCO/C=N/C1=C(C#N)C(c2ccc(F)cc2)c2sc3c(C)cccc3c2O1 (stereo not given) | 43 | 69 | -31* | 13 | 22 | 4.3* | 56 | 3.7*
Cc1ccc2c(-c3cc(-c4ccccc4)nc(N)c3C#N)cc(=O)oc2c1 | 97 | 101 | 106 | 90 | 92 | 97 | 105 | 108
C=C(C)[C@@H]1CC[C@]2(C(=O)N3CCN(C)CC3)CC[C@]3(C)[C@H](CC[C@@H]4[C@@]5(C)C/C(=C/c6ccco6)C(=O)C(C)(C)[C@@H]5CC[C@]43C)[C@@H]12 | 84 | 49 | 73 | 76 | 61 | 69 | 56 | 60
CC(/C=C1\SC(=S)N(CCC(=O)NCC(=O)O)C1=O)=C\c1ccccc1 | 107 | 97 | 106 | 96 | 102 | 96 | 105 | 99
C=CCn1c(SCC(=O)Nc2ccc(C(=O)/C=C/c3ccc(C)cc3C)cc2)nnc1-c1c[nH]c2ccccc12 | 105 | 106 | 105 | 83 | 89 | 86 | 99 | .
Cc1ccccc1NC(=O)COc1cc(O)c2c(=O)cc(-c3ccccc3)oc2c1 | 106 | 97 | 100 | 94 | 90 | 97 | 104 | 96
NCC(=O)Nc1ccc(O)c(C(=O)O)c1 | 105 | 106 | 106 | 100 | 102 | 109 | 116 | 106
Nc1nc(-c2cccc(Cl)c2)nn1C(=S)Nc1ccccc1 | 92 | 91 | 105 | 93 | 102 | 95 | 111 | 97
CC1(C)Oc2cc3oc(=O)ccc3cc2C[C@@H]1OCCS(C)(=O)=O | 104 | 103 | 98 | 104 | 105 | 98 | . | 103
COc1ccc(/C(C)=N/N=C2C(=O)Nc3cc(Br)ccc32)cc1S(N)(=O)=O | 92 | 103 | 99 | 85 | 98 | 85 | 109 | 98
Cn1c2ccccc2c2c3c(c4c5cc(Br)ccc5n(C)c4c21)C(=O)N(O)C3=O | 56 | 49 | 23 | -4.5* | 40 | -35* | 54 | -5.5*
O=C(Nn1c(NCC(=O)N2c3ccccc3Sc3ccccc32)nnc1-c1ccc(O)cc1)c1ccccc1 | 101 | 104 | 102 | 99 | 106 | 107 | 115 | 93
CCCCCSc1nnc(-c2c(C)nc3ccc(Cl)cn23)o1 | 94 | 89 | 109 | 76 | 81 | 88 | 100 | 94
C/C=C\C(C)C | 99 | 80 | 104 | 99 | 72 | 104 | 102 | 92
Nc1ccn(C2O[C@H](CO)[C@@H](O)[C@@H]2O)c(=O)n1 (stereo not given in full) | 88 | 54 | 45 | 22 | . | 45 | 69 | -16*
O=Cc1cccc(S(=O)(=O)O)c1 | 99 | 99 | 115 | 104 | 99 | 106 | 112 | 108
COC1=CC(c2ccc[nH]2)=N/C1=C\c1[nH]c(C)c(C(=O)CCC(=O)NCCSSCCNC(=O)CC[C@H](NC(=O)c2ccc(NCc3cnc4nc(N)[nH]c(=O)c4n3)cc2)C(=O)O)c1C | 94 | 94 | 109 | 101 | 96 | 100 | 97 | 100
O=S(=O)(c1ccccc1)N1CCCN(c2nc(-c3ccccc3)nc3nc(-c4ccccc4)oc23)CC1 | 108 | 109 | 102 | 102 | 105 | 103 | 110 | 109
C=CC(=O)N[C@@H](/C=C/C(=O)OCC)Cc1ccc(-c2cc(F)cc(Cl)c2)cc1 | 86 | 98 | 99 | 76 | 91 | 88 | 108 | 104
CC1(C)CC(=O)C(c2ccccc2)(c2ccccc2)C(=O)C1 | 123 | 101 | 103 | 104 | 106 | 107 | 110 | 115
COc1cc(NS(C)(=O)=O)ccc1Nc1c2ccc(Cl)cc2nc2c(OC)cccc12 | -45* | 34 | 51 | -9.0* | -7.1* | 0.8* | 52 | 14
S=c1nc[nH]c2c1ncn2-c1ccccc1 | 115 | 107 | 103 | 96 | 96 | 112 | 112 | 108
CCCCCCNCc1cc(C(C)(C)C)cc(CNCCCCCC)c1O | -7.1* | -84* | -83* | -85* | -85* | -98* | -89* | -89*
CC12CCC(c3sc(N)c(C#N)c31)C2(C)C (stereo not given) | 101 | 80 | 108 | 89 | 93 | 115 | 108 | 107
Clc1ccc2c(NCCCNc3nc(N4CCOCC4)nc4ccccc34)ccnc2c1 | 109 | 99 | 104 | 105 | 92 | 86 | 112 | 111

19 structures from above, arranged by formula weight, rising:
SMILES | SK-MEL-2 | UACC-257 | MDA-MB-435 | UACC-62 | A549/ATCC | SK-MEL-5 | SK-MEL-28 | M14
CCCCC/C(C)=N\NC(N)=O | 107 | 103 | 103 | 88 | 105 | 92 | 108 | 115
O=Cc1cccc(S(=O)(=O)O)c1 | 99 | 99 | 115 | 104 | 99 | 106 | 112 | 108
CSC(=S)c1c(O)[nH]c2ccccc12 | 110 | 97 | 102 | 103 | 102 | 100 | 111 | 99
S=c1nc[nH]c2c1ncn2-c1ccccc1 | 115 | 107 | 103 | 96 | 96 | 112 | 112 | 108
OC(CN1CCCCC1)c1ccc2c3c(cccc13)CC2 (stereo not given) | 103 | 113 | 103 | 97 | 106 | 98 | 112 | 93
S=c1[nH]nc(Cn2c3ccccc3c3ccncc32)o1 | 97 | 90 | 102 | 93 | 91 | 102 | 101 | 101
CN1C(C(=O)Nc2ccccn2)=C(O)c2sccc2S1(=O)=O | 108 | 104 | 103 | 105 | 96 | 99 | 110 | 99
CCCCCCCOC(=O)NC1c2ccccc2Oc2ccccc21 | 79 | 95 | 79 | 79 | 95 | 100 | 92 | 101
Cc1ccc2c(-c3cc(-c4ccccc4)nc(N)c3C#N)cc(=O)oc2c1 | 97 | 101 | 106 | 90 | 92 | 97 | 105 | 108
CCO/C=N/C1=C(C#N)C(c2ccc(F)cc2)c2sc3c(C)cccc3c2O1 (stereo not given) | 43 | 69 | -31* | 13 | 22 | 4.3* | 56 | 3.7*
Cc1ccccc1NC(=O)COc1cc(O)c2c(=O)cc(-c3ccccc3)oc2c1 | 106 | 97 | 100 | 94 | 90 | 97 | 104 | 96
C=CC(=O)N[C@@H](/C=C/C(=O)OCC)Cc1ccc(-c2cc(F)cc(Cl)c2)cc1 | 86 | 98 | 99 | 76 | 91 | 88 | 108 | 104
CC1CCc2c(sc3nc(SCC(=O)c4ccccc4)n(-c4ccccc4)c(=O)c23)C1 (stereo not given) | 100 | 101 | 100 | 88 | 98 | 97 | 96 | 99
Clc1ccc2c(NCCCNc3nc(N4CCOCC4)nc4ccccc34)ccnc2c1 | 109 | 99 | 104 | 105 | 92 | 86 | 112 | 111
COc1ccc(/C(C)=N/N=C2C(=O)Nc3cc(Br)ccc32)cc1S(N)(=O)=O | 92 | 103 | 99 | 85 | 98 | 85 | 109 | 98
COc1cc(NS(C)(=O)=O)ccc1Nc1c2ccc(Cl)cc2nc2c(OC)cccc12 | -45* | 34 | 51 | -9.0* | -7.1* | 0.8* | 52 | 14
CCCCN1C(=O)/C(=c2\sc3n(c2=O)NC2C(N=3)N(CC)C(=S)N2CC)c2ccccc21 (stereo not given) | 110 | 99 | 79 | 84 | 85 | 91 | 101 | 96
C=CCn1c(SCC(=O)Nc2ccc(C(=O)/C=C/c3ccc(C)cc3C)cc2)nnc1-c1c[nH]c2ccccc12 | 105 | 106 | 105 | 83 | 89 | 86 | 99 | .
COC1=CC(c2ccc[nH]2)=N/C1=C\c1[nH]c(C)c(C(=O)CCC(=O)NCCSSCCNC(=O)CC[C@H](NC(=O)c2ccc(NCc3cnc4nc(N)[nH]c(=O)c4n3)cc2)C(=O)O)c1C | 94 | 94 | 109 | 101 | 96 | 100 | 97 | 100

More structures
SMILES | SK-MEL-2 | UACC-257 | MDA-MB-435 | UACC-62 | A549/ATCC | SK-MEL-5 | SK-MEL-28 | M14
Cc1ccc2c(c1)C(C)(O)CCC2 (stereo not given) | 109 | 107 | 102 | 110 | 109 | 111 | 114 | 106
Cc1nnc2n(N)c(=O)c3cnn(-c4ccccc4)c3n2c1=O | 101 | 104 | 95 | 85 | 105 | 102 | 109 | 97
COC(=O)C(Cc1ccccc1)n1cc(COc2nc(Cl)nc(Nc3ccc(N4CCOCC4=O)cc3)n2)nn1 (stereo not given) | 99 | 95 | 107 | 96 | 98 | 98 | 103 | 96
CCCCC(CC)C(=O)OCCCC1CCCO1 (stereo not given) | 91 | . | 107 | 100 | 95 | 100 | 115 | 98
O=C1OCC(CC2=C(O)C(=O)OC2)=C1O | 99&103 | 99&104 | 105&108 | 104 | 118&100 | 99&114 | 111&109 | 97&101
c1cc(C2CCCCC2)ccc1OCCCCCCN1CCNCC1 | 88 | 73 | 42 | 70 | 37 | 34 | 60 | 40
CCCCCc1cc[n+](CC(=O)c2ccc(Cl)cc2)cc1 | 109 | 98 | 87 | 83 | 91 | 95 | 101 | 86
N#Cc1c(N2CCOCC2)[nH]n(C2=Nc3ccccc3Sc3ccccc32)c1=O | 78 | 86 | 110 | 88 | 91 | 97 | 114 | 107
CC(=O)c1cc2c(N)c(C(=O)Nc3ccccn3)sc2nc1C | 54 | 86 | 5.7* | 58 | 49 | 65 | 82 | 55
